# AMA1 RON2 block – AMA1-RON2 (P. falciparum) interaction inhibition; 360,000 compounds, 0.2% hits; Potency, µM (top dose mostly 58.2 µM), without a hit: at the highest dose activity change, negative = inhibition, hits mostly inhibitors; AlphaScreen AMA1-biotinylated RON2 peptide binding;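 note: potency is the fitted concentration of half-maximal effect; 0% = vehicle wells and -100% = peptide control; nearly all actives have a fitted effect of over 45% in size; some results filed as inactive show a strong effect at the top dose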
#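 AMA1 (3D7) with his tag at 25 nM final met compounds first, then biotinylated RON2 peptide at 25 nM; detection used donor plus acceptor beads, 10 µg/mL apiece, read by AlphaScreen after 30 min at room temperature.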
# Pf growth 48h – inhibits P. falciparum growth in the first generation, 48 h; AID 504832; P. falciparum luciferase growth in erythrocytes, 48 h; 310,000 compounds, 5.9% hits; Potency, µM (top dose mostly 28.7 µM), for inactives: at the top dose activity change, negative = inhibition, hits mostly inhibitors; note: potency is the fitted concentration of half-maximal effect; % is set by controls: 0 for no effect and ±100 for the full control effect
#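 Firefly luciferase activity from engineered P. falciparum reports growth; inhibitors lower the luminescent signal. Cultures contained 2% hematocrit erythrocytes at 0.1% final parasitemia.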
# LmPK inh – blocks Leishmania mexicana pyruvate kinase activity; purified LmPK, Kinase-Glo ATP luminescence, 1 h; Potency, µM (series often up to 57.5 µM), for inactives: top-dose activity change, negative = inhibition, hits mostly inhibitors; AID 1721; 290,000 compounds, 0.37% hits; note: potency is the fitted concentration of half-maximal effect; % is set by controls: 0 for no effect and ±100 for the full control effect
# Target sequence (Q27686 whole entry, looked up): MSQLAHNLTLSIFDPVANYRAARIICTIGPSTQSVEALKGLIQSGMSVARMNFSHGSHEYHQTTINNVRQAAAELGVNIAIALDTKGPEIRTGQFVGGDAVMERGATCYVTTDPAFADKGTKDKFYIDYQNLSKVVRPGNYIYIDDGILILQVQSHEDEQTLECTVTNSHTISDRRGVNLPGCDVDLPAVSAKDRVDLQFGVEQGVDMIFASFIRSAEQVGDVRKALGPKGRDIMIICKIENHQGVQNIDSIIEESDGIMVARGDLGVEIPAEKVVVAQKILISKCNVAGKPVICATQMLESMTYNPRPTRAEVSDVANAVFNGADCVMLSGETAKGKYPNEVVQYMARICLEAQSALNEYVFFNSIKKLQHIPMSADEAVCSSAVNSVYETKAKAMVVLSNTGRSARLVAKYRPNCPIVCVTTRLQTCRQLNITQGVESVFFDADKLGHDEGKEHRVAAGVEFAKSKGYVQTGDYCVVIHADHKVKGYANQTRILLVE
#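 Purified LmPK (0.1 nM) with 0.5 mM PEP and 0.1 mM ADP in imidazole buffer pH 7.2 with MgCl2/KCl, 1 h at room temperature. ATP formed was read by luciferase luminescence and normalized to no-enzyme and uninhibited controls.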
# Pf growth 96h – inhibits malaria parasite growth, 96 h; P. falciparum luciferase reporter growth, 96 h; Potency, µM (titrated, usually from 28.7 µM), without a hit: top-dose activity change, negative = inhibition, hits mostly inhibitors; 320,000 compounds, 6.9% hits; AID 504834; note: potency is the fitted concentration of half-maximal effect; % is set by controls: 0 for no effect and ±100 for the full control effect
#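 P. falciparum expressing integrated firefly luciferase grown in erythrocytes (2% hematocrit, 0.05% parasitemia final) with compounds for 96 hours at 37 C, 5% CO2. Growth inhibition read as loss of luminescence after adding luciferase detection reagent.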
# TbPYK inhibitor – inhibitors of Trypanosoma brucei pyruvate kinase; TbPYK enzyme, Kinase-Glo Plus ATP luminescence, 45 min; Potency, µM (top dose mostly 76.8 µM), without a hit: top-dose activity, negative = inhibition, most hits filed as inhibitors; Q57TT1; 410,000 compounds, 0.12% hits; note: potency is the fitted concentration of half-maximal effect; % is set by controls: 0 for no effect and ±100 for the full control effect; nearly all actives have a fitted effect of over 50% in size
#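 Quantitative HTS: titrated library compounds versus trypanosomal pyruvate kinase in TEA buffer (pH 7.2) containing KCl, MgCl2, BSA and Tween-20. Reactions were initiated with ADP, 130 uM final. Kinase-Glo Plus luminescence was read after 45 min at RT.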
# CHX counter – counter-screen for Shiga toxin inhibitors: cycloheximide protein synthesis inhibition; cell reporter, cycloheximide protein synthesis inhibition counterscreen; max response, %; 300,000 compounds, 12% hits; in the data active = max response mostly above about 13%, no sharp cut-off; inactive = mostly below about 14%; note: read at 38.3 µM for the half of the compounds with a filed dose; 0% is about no effect
# Shiga inhibitor – blocks Shiga toxin action in Vero cells; 290,000 compounds, 9.2% hits; AID 2315; Vero cells, Shiga toxin protein synthesis inhibition reporter; inhibition, % at 38.7 µM; in the data active = inhibition mostly above about 28%, no sharp cut-off; inactive = mostly below about 43%; note: 0% is about no effect
# Numbers without * were called inactive; i = inactive; ? = inconclusive; nt = not tested or not shown; & = joins results of further samples; [ ] = another dose, or the depositor's remark. Unless noted, calls come from the whole dose curve; as a rule, active = well fitted curve in the direction sought with a large enough effect; inconclusive = small, poorly fitted or top-dose-only effect, or another doubt; inactive = no such curve, though single readings can be large; an effect the other way counts as inactive or inconclusive.
SMILES,AMA1 RON2 block,Pf growth 48h,LmPK inh,Pf growth 96h,TbPYK inhibitor,CHX counter,Shiga inhibitor
O=C1NC(NS(=O)(=O)c2ccccc2)(C(F)(F)F)C(=O)N1Cc1ccccc1 (centres undefined),2.7%,-1.3%,10.0%,?,0.4%,4.1,20.4
CCOC(=O)c1cc(S(=O)(=O)N2CCN(c3ccccc3OC)CC2)cn1C,-5.3%,-15.4%,2.8%,33.9%[activator],-0.7%,17.7,-4.6
CC1CCN(S(=O)(=O)c2ccc3c(ccn3CCC(=O)NC(C)C)c2)CC1,8.3%,3.3%,-5.1%,-26.9%,1.6%,0.8,-4.1
CCCCN(C(=O)c1ccc(S(=O)(=O)N(CC)CC)cc1)c1c(N)n(CCC)c(=O)[nH]c1=O,4.4%,-10.5%,-2.2%,10.9%,-1.1%,3.1,23.2
O=C(CN1NS(=O)(=O)c2ccccc2C1=O)Nc1ccccc1OC(F)F,-12.7%,nt,-3.2%,22.0%,3.7%,-1.6,19.0
COc1ccccc1NC(=O)CC1S/C(=N/N=C2\CCCc3ccccc32)NC1=O (centres undefined),55.2%[activator],-10.8%,-2.6%,120.9%[activator],-0.2%,-5.2,-0.6
Cc1cc(C)c(S(=O)(=O)/N=C2\C=CC(=O)C(Cl)=C2)c(C)c1,-8.5%,nt,10.5%,?,-29.5%,3.7,-17.3
O=C(CNC(=O)c1ccco1)N/N=C/c1c[nH]c2ccccc12,9.2%,?,2.2%,98.7%,2.1%,5.5,-3.7
O=C(Nc1cccc(-c2ccc(N3CCOCC3)nn2)c1)c1ccccc1,-13.0%,73.3%[activator],nt,37.4%[activator],-11.7%,nt,nt
Cc1ccc(/C=C/C(=O)O)cc1S(=O)(=O)Nc1ccc(C(=O)O)cc1,-10.8%,2.4%,0.0%,20.9%,-5.4%,1.3,17.5
CC(=O)OCC1(C)CN(c2ccccc2)N(C(=O)c2ccc(F)cc2)C1=O (centres undefined),22.7%,-9.2%,-7.7%,4.4%,8.6%,1.4,-1.9
COc1ccc(-c2[nH]n(-c3ccc([N+](=O)[O-])cc3)c(=O)c2C=NCc2ccncc2)cc1,24.1%,43.1%[activator],0.2%,6.1%,5.7%,-2.0,-6.9
O=C(CN(Cc1ccco1)C(=O)CNS(=O)(=O)c1ccc(Cl)cc1)NCC1CCCO1 (centres undefined),-14.5%,1.85µM*,-1.8%,0.0%,-9.7%,-2.1,1.9
CCNS(=O)(=O)c1ccc(CCC(=O)N2CCN(c3ccc(OC)cc3)CC2)cc1,-1.6%,1.7%,1.5%,19.3%,-1.7%,2.4,13.1
Cc1ccccc1C(=O)NNc1ncnc2c1cnn2C,67.6%[activator],14.9%,1.7%,?,-12.5%,-3.5,-12.0

# Retrieved by compound from the list above, 2 records:
SMILES,AMA1 RON2 block,Pf growth 48h,LmPK inh,Pf growth 96h,TbPYK inhibitor,CHX counter,Shiga inhibitor
O=C(CNC(=O)c1ccco1)N/N=C/c1c[nH]c2ccccc12,9.2%,?,2.2%,98.7%,2.1%,5.5,-3.7
Cc1cc(C)c(S(=O)(=O)/N=C2\C=CC(=O)C(Cl)=C2)c(C)c1,-8.5%,nt,10.5%,?,-29.5%,3.7,-17.3

# Look-ups from above.
# TbPYK inhibitor, CC(=O)OCC1(C)CN(c2ccccc2)N(C(=O)c2ccc(F)cc2)C1=O (centres undefined) is entered as 8.6%
# AMA1 RON2 block, CCOC(=O)c1cc(S(=O)(=O)N2CCN(c3ccccc3OC)CC2)cn1C is entered as -5.3%
# TbPYK inhibitor, O=C(CN1NS(=O)(=O)c2ccccc2C1=O)Nc1ccccc1OC(F)F is entered as 3.7%
# AMA1 RON2 block, O=C(Nc1cccc(-c2ccc(N3CCOCC3)nn2)c1)c1ccccc1 is entered as -13.0%

# The results go on:
SMILES,AMA1 RON2 block,Pf growth 48h,LmPK inh,Pf growth 96h,TbPYK inhibitor,CHX counter,Shiga inhibitor
CN(C)c1c(N)[nH]c2c(c1=O)c(=O)n(C)c(=O)n2C,27.2%,9.7%,-4.3%,26.7%,-3.5%,-2.0,13.6
Cc1ccc(S(=O)(=O)NCCCCCC(N)=O)cc1,-3.3%,nt,5.3%,-10.9%,1.9%,-3.3,-16.5
Cn1ncc(N=Cc2ccccc2[N+](=O)[O-])c1C(N)=O,8.2%,26.5%,-9.9%,20.4%,-3.0%,0.4,-6.9
COc1ccc(N(CC(=O)N/N=C/c2ccc3c(c2)OCO3)S(=O)(=O)c2ccccc2)cc1,nt,2.5%,-1.0%,?,nt,-3.4,26.2
CNC(=O)C1CC(=O)N(CCc2ccccc2)C(=Nc2ccc(OC)cc2)S1 (centres undefined),-0.5%,?,1.0%,50.8%[activator],-1.9%,-1.2,-2.3
Cc1cc(OCc2nc(-c3ccc(NC(=O)c4cccnc4)cc3)no2)ccc1Cl,-5.7%,?,-1.9%,?,-3.5%,-0.1,10.2
CCN1CCN(S(=O)(=O)c2ccc(Oc3ccccc3OC)cc2)CC1,-3.3%,-3.3%[5.75 µM],-1.0%,?,-5.1%,-2.6,-5.5
COc1cccc([C@@H]2CC=C(C(=O)O)[C@H](c3ccccc3)N2S(=O)(=O)c2ccc(C)cc2)c1,10.9%,?,nt,?,-2.6%,nt,nt
CCNS(=O)(=O)c1ccc(NC(=O)Nc2cccc(OC)c2)cc1,-0.7%,6.5%,-2.6%,nt,-3.8%,10.4,-33.1
CCOc1ccc(NC(=O)C2=NN(c3ccccc3)C(=O)CC2)cc1S(=O)(=O)N1CCCCC1,-7.6%,11.7µM*,nt,?,-1.5%,nt,nt
O=C(Nc1ccc(O)cc1)c1cc2n(n1)C(C(F)(F)F)CC(c1ccco1)N2 (centres undefined),-0.2%,13.4%,-0.4%,4.2%,2.3%,-1.4,13.3
Cc1ccccc1CNc1ccc(C(CC(N)=O)NC(=O)c2ccc(Br)cc2)cc1[N+](=O)[O-] (centres undefined),-2.2%,-3.6%,1.1%,17.8%,-5.6%,-8.0,-2.4
CC(CCN1CCN(c2ccc(F)cc2)CC1)c1ccccc1 (centres undefined),?,-10.6%,1.2%,i,0.4%,-2.5,9.8
Cc1nccc(-c2ccc(-n3c(C)ccc3C)cc2)n1,8.2%,?,0.0%,?,2.2%,2.0,-14.0
COC(=O)Cc1c(C)c2ccc(OC(=O)c3ccco3)cc2oc1=O,-1.5%,0.0%,-5.9%,-8.2%,-2.1%,-8.8,-15.9
O=C(NC(=S)N1CCCCC1)c1csc([N+](=O)[O-])c1,38.5%[activator],14.7µM*,-26.7%,5.22µM*,-17.8%,-2.3,7.5
O=C(CCCOc1ccc(Cl)cc1Cl)Nc1ccncc1,0.8%,nt,0.3%,-40.7%,-7.9%,14.8*,24.6
Cc1ccc(C(=O)Nc2sc3c(c2C#N)CCCCC3)cc1C,34.1%[activator],377.8%[activator],7.8%,i,-2.2%,23.6*,43.1*
O=C(NCCC1=CCCCC1)c1ccc(Br)o1,-0.3%,-6.5%,3.4%,-24.3%,7.3%,28.4*,84.5*
Cc1cc(C)nc(N2CCCC(C(=O)NC3CCCC3)C2)n1 (centres undefined),24.6%,-4.1%,-0.9%,2.4%,5.8%,-9.1,-22.5
CCOC(=O)c1c(C)[nH]c(NC(=O)N2CCOCC2)c1C,20.8%,-1.7%,-2.7%,3.7%,0.1%,-4.2,-14.9
COc1ccc(/C=C2\SC(N)=NC2=O)cc1Br,3.4%,-8.0%,6.5%,?,-6.5%,19.2*,nt
Cc1ccc2nc(C(Cl)(Cl)Cl)nc(N/N=C/c3ccncc3)c2c1,0.0%,?,-0.5%,?,1.7%,-2.7,43.1
c1ccc(SCc2nc3ccccc3[nH]2)nc1,-8.1%,44.2%[activator],-2.1%,nt,4.8%,26.0*,59.8*
COC(=O)CNC(=O)C1Cc2ccccc2CN1S(=O)(=O)c1cccs1 (centres undefined),-7.1%,10.1%,5.8%,6.2%,4.4%,-0.2,0.7
Cc1cccc2[nH]c(CCNC(=O)C3CCC(=O)N(CCc4cccc(F)c4)C3)nc12 (centres undefined),11.8%,-18.5%,2.4%,26.6%,-7.6%,6.4,-4.5
COCCNC(=O)COc1cc(=O)n(C)c2ccccc12,-3.9%,39.3%[activator],2.5%,2.7%,3.7%,-4.5,-7.5
NS(=O)(=O)c1ccc(CCNC(=O)CCCn2c(SCC(=O)N3CCCC3)nc3ccsc3c2=O)cc1,-0.4%,-56.3%,-4.8%[11.5 µM],31.1%[activator],-1.1%,-5.9,10.5
Cc1ccc(S(=O)(=O)N/N=C(\c2ccccc2)c2cccnc2)cc1,-8.9%,-9.0%,0.6%,-0.8%,-2.3%,-3.6,-4.0
O=C(Nc1ccccc1)C1=C[C@H](C2CCCCC2)C[C@H](OCc2ccc(CO)cc2)O1,-23.4%,?,3.9%,?,0.6%,43.4*,55.1*
Cc1ccc2nc(N3CCN(C)CC3)[nH]c2c1,1.2%,99.4%[activator],-4.1%,?,-0.6%,48.0*,67.4*
CCCC(=O)NCCSC,12.5%,4.9%,4.9%,0.0%,-10.8%,9.6,-5.9
COc1cccc(CNC(=O)CCCNS(=O)(=O)c2cccs2)c1,2.0%,50.2%[activator],1.3%,412.9%[activator],-2.6%,-3.9,-11.7
Cc1ccc2nc(NCCc3ccc(Cl)cc3)c3nncn3c2c1,3.3%,?,6.7%,37.5%[activator],1.4%&-1.0%,-0.6,6.0
O=C(NCCc1ccccc1)/C(=C\c1cccc([N+](=O)[O-])c1)NC(=O)c1ccco1,-1.8%,?,2.0%,69.9%[activator],-4.1%,-1.2,15.0
Cc1ccccc1NC(=O)c1c(Cl)nc(C)c(Cl)c1C,6.6%,-17.9%,-6.6%,?,1.9%,-3.2,-5.0
CCC(NC(=O)CNC(=O)c1ccc2c(c1)OCO2)c1ccc(Br)cc1 (centres undefined),11.1%,?,nt,19.7%,2.6%,nt,nt
Fc1ccc(N2CCN(Cc3cnc(N4CCOCC4)s3)CC2)cc1,11.7%,34.1%[activator],0.4%,31.2%[activator],-4.0%,-5.9,7.6
CCOC(=O)c1cn(-c2nc(-c3ccc(Cl)c(Cl)c3)cs2)c2c(F)c(N3CCOCC3)c(F)cc2c1=O,-1.8%,?,-0.4%,?,3.1%,-3.5,-11.7
O=C(Nc1ccc(S(=O)(=O)Nc2ncccn2)cc1)c1ccccc1NS(=O)(=O)c1ccc(Cl)cc1,6.1%,0.8%,6.3%,37.3%[activator],8.0%,6.8,-12.3
COCCCNc1nc(SCc2ccccc2)nc2sc3c(c12)CCC3,-3.2%,?,2.7%,?,12.5%,12.0,7.2
COc1ccccc1NC(=O)C(C)Sc1nc2ccccc2c(=O)n1CC1CCCO1 (centres undefined),3.6%,10.4µM*,nt,?,-1.7%,nt,nt
CCOc1ccccc1N1CCN(C/C=C/c2ccc(N(C)C)cc2)CC1,?,nt,7.3%,-17.0%,2.2%,-3.2,-11.0
Cc1c(C#N)c(NC(=O)c2ccccc2)n(Cc2ccccc2)c1C,-4.1%,?,0.1%,?,-5.9%,-2.4,7.1
c1ccc(-c2cc3nccc(-c4ccccn4)n3n2)cc1,33.8%[activator],247.2%[activator],-0.7%,334.9%[activator],-3.7%,44.6*,94.0*
CCc1nnc(NC(=O)CSc2nnc3nc(C)cc(C)n23)s1,44.6%[activator],-9.6%,-4.2%,2.08µM*,2.0%,-1.3,-4.1

# Assay outcomes from PubChem.

# Hits appear at their usual frequency (roughly 21% active in at least one column).
